Screens (PubChem)
12-LOX inh: Primary qHTS assay for inhibitors of human arachidonate 12S-lipoxygenase (ALOX12): Round 2 | Polyunsaturated fatty acid lipoxygenase ALOX12 (Homo sapiens), P18054 | purified 12hLO, xylenol orange hydroperoxide absorbance | Potency, µM (highest dose often 108 µM), for inactives: at the highest dose activity change, negative = inhibition, usual class: inhibitors | hit rate 1.1% among 580,000; further: on the % scale 0 is the no-effect control and ±100 the full control effect
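Purified human 12hLO (150 nM final) in 25 mM Hepes, 0.01% Triton X-100, pH 7.0 was preincubated 15 min at room temperature with compound. Then 40 uM arachidonic acid was added, 30 min. Hydroperoxide was read by Fe-XO absorbance ratio 573/405 nm.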
GLS inhibitor: qHTS for Inhibitors of Glutaminase (GLS); Potency, µM (highest dose often 45.5 µM), for the others: at the top dose activity change, negative = inhibition, usual class: inhibitors; hit rate 0.21% among 410,000; Glutaminase kidney isoform, mitochondrial (Homo sapiens), O94925; AID 624170, 2012; GLS enzymatic activity, qHTS titration; further: on the % scale 0 is the no-effect control and ±100 the full control effect
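Coupled fluorescence readout: glutamate oxidase/HRP/Amplex Red detect glutamate formed by hKGA from L-glutamine (1 mM solution added). Buffer 45 mM KH2PO4 pH 8.2, 0.02% Tween-20; reads at t0 and 30 min RT.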
Tb PGK inh: qHTS Assay to Find Inhibitors of Phosphoglycerate Kinase; Phosphoglycerate kinase, glycosomal (Trypanosoma brucei brucei), P07378; PGK/GAPDH coupled, Kinase-Glo luminescence, 60 min; Potency, µM (doses to about 57.5 µM), without a hit: top-dose activity change, negative = inhibition, most hits filed as inhibitors; hit rate 0.043% among 380,000; further: on the % scale 0 is the no-effect control and ±100 the full control effect; nearly all actives have a fitted effect of over 60% in size
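Recombinant glycosomal PGK reaction used 1,3-bisphosphoglycerate generated in-well by GAPDH (100nM final) in 100mM TEA pH 7.6, 5mM MgCl2, 0.01% Tween-20. After 60 minutes at room temperature, ATP was read by Kinase-Glo Plus luminescence end-point.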
HP1b binding inh: HTS for Inhibitors of HP1-beta Chromodomain Interactions with Methylated Histone Tails; Chromobox protein homolog 1 (Homo sapiens), P83916; AlphaScreen HP1-beta / biotin-H3K9me3 peptide binding; hit rate 0.56% among 390,000; Potency, µM (titrated, usually from 114 µM), for inactives: top-dose activity change, negative = inhibition, hits mostly inhibitors; further: nearly all actives have a fitted effect of over 70% in size; inactives centre near 23
Target sequence (P83916 whole entry, looked up): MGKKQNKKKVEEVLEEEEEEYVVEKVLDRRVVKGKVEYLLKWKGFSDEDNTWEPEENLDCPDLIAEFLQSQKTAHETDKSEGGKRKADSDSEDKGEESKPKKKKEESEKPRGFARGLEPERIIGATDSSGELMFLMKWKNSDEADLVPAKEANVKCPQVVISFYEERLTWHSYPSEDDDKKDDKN
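HP1-beta protein (50 nM final) preincubated 30 min at room temperature with biotinylated H3(1-18)K9me3 peptide (50 nM) in PBS pH 7.4, 0.01% Tween-20, then compound added for 30 min. AlphaScreen streptavidin donor/nickel chelate acceptor beads (10 ug/mL final), 30 min dark, luminescence read.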
ERG Ets-DNA blk: qHTS for Small Molecule Inhibitors of the ERG Ets/DNA interaction; Transcriptional regulator ERG (Homo sapiens), P11308; fluorescence polarization, His-ERG Ets domain / labelled DNA; Potency, µM (series often up to 76.9 µM), inactives show at the highest dose FP activity, negative = inhibition, actives largely listed as inhibitors; hit rate 0.028% among 370,000; active means well fitted inhibition curve with a large enough effect in the polarisation, with a control signal flat; inconclusive means small, poorly fitted or top-dose-only effect, or effect the other way, or a change in a side signal; inactive means no such curve, though single readings can be large or run the other way; the % refers to the polarisation;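 further: polarization taken with two DNA probes labelled with fluorescein and Texas red; % of control where 0% means no effect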
Target sequence (P11308 whole entry, looked up, the tested form may be a part): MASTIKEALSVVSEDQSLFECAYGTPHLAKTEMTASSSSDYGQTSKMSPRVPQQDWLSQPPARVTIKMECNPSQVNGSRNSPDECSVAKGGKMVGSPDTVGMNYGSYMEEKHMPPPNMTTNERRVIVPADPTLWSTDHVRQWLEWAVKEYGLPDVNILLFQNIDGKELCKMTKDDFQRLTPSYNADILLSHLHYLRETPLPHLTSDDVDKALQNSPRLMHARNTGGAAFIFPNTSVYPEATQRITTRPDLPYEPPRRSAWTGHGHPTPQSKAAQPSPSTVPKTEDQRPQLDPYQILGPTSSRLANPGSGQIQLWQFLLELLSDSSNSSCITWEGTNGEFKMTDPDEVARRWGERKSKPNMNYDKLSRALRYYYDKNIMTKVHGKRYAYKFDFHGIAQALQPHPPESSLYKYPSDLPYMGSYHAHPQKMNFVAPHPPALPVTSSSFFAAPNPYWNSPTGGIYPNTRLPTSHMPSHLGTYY
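His-tagged ERG Ets domain (1 uM in the protein solution; 300mM KCl, 50mM Tris-HCl, 1mM EDTA, 1mM DTT, pH 7.5) received compound, then a probe mix of 5 nM fluorescein-DNA and 100nM Texas-615-DNA. Fluorescence polarization was read for both dyes.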
RGS4 inhibitor: Inhibitors of Regulator of G Protein Signaling (RGS) 4: qHTS; Transcreener GDP fluorescence polarization, RGS4-accelerated GTP hydrolysis; Potency, µM (titrated, usually from 114 µM), without a hit: at the top dose activity change, negative = inhibition, most hits filed as inhibitors; hit rate 0.039% among 390,000; AID 504845, 2011; further: on the % scale 0 is the no-effect control and ±100 the full control effect; nearly all actives have a fitted effect of over 75% in size; some results filed as inactive show a strong effect at the top dose
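MLSMR compounds (23 nl, pin-transferred) preincubated 10 min at room temperature with a 500nM (2x) first reagent, then RGS4 at 900nM (2x) plus Transcreener GDP mix added; fluorescence polarization (620/688 nm) read before and after 90 min at 30 °C.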
rTrxR1 inhibitor: qHTS Assay for Inhibitors of Mammalian Selenoprotein Thioredoxin Reductase 1 (TrxR1): qHTS; Thioredoxin reductase 1, cytoplasmic (Rattus norvegicus), O89049; recombinant rTrxR1, NADPH fluorescence consumption, selenite substrate; Potency, µM (top dose mostly 114 µM), without a hit: top-dose activity change, negative = inhibition, actives largely listed as inhibitors; hit rate 1% among 390,000; further: on the % scale 0 is the no-effect control and ±100 the full control effect; nearly all actives have a fitted effect of over 65% in size
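Rat TrxR1 (90 nM in the dispensed reagent) was pre-reduced with 400 uM NADPH for 5 min at room temperature, then incubated with compound for 15 min. After 400 uM selenite was added, NADPH fluorescence (Ex 340/Em 450 nm) was followed for 8 min.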
JMJD2A Tudor inh: qHTS Assay for Inhibitors of JMJD2A-Tudor Domain. AlphaScreen JMJD2A-Tudor / H3K4me3 peptide binding. Potency, µM (series often up to 114 µM), inactives show at the top dose activity change, negative = inhibition, actives largely listed as inhibitors. hit rate 4.4% among 390,000; further: on the % scale 0 is the no-effect control and ±100 the full control effect; nearly all actives have a fitted effect of over 50% in size
Pin1 inhibitor: qHTS Assay to Find Inhibitors of Pin1; Potency, µM (highest dose often 115 µM), without a hit: at the highest dose activity, negative = inhibition, actives largely listed as inhibitors; Peptidyl-prolyl cis-trans isomerase NIMA-interacting 1 (Homo sapiens), Q13526; Pin1 FP peptide displacement, HiFluor488, 10 min; hit rate 0.009% among 390,000; active means well fitted inhibition curve with a large enough effect in the polarisation, with a control signal flat, not every such curve was filed as active; inconclusive means small, poorly fitted or top-dose-only effect, or effect the other way, or a change in a side signal; inactive means no such curve, though single readings can be large or run the other way; the % refers to the polarisation; further: on the % scale 0 is the no-effect control and ±100 the full control effect
Target sequence (Q13526 whole entry, looked up): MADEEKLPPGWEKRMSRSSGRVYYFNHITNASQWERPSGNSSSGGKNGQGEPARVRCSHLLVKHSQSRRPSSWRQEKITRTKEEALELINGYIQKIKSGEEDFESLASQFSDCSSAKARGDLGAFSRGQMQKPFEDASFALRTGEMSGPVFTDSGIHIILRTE
Starred values were filed as active, the others as inactive; [ ] = dose if it differs, or a comment. Unless noted, the call rests on the fitted dose curve; in most records, active means well fitted curve in the direction sought with a large enough effect; inconclusive means small, poorly fitted or top-dose-only effect, or another doubt; inactive means no such curve, though single readings can be large; an effect the other way counts as inactive or inconclusive. Potency means the concentration at half of the fitted maximal effect. This is a subset; rates above refer to the full screens.

For O=C(CCc1nc2sc3c(c2c(=O)[nH]1)CCCC3)NCCc1ccccc1 the results were 12-LOX inh inconclusive, GLS inhibitor 4%, Tb PGK inh 1%, HP1b binding inh 4%, ERG Ets-DNA blk 4%, RGS4 inhibitor -24%, rTrxR1 inhibitor -22%, JMJD2A Tudor inh -20% and Pin1 inhibitor 39%[activator].
For CCCN(CC(=O)Nc1ccccc1C)C(=O)Cc1cccs1 the results were 12-LOX inh 1%, GLS inhibitor 16%, Tb PGK inh 8%, HP1b binding inh 49%[activator], ERG Ets-DNA blk -1%, RGS4 inhibitor 20%, rTrxR1 inhibitor 4%, JMJD2A Tudor inh -13% and Pin1 inhibitor 0%.
`O=C1CC(=O)Nc2cc(S(=O)(=O)Nc3cccc(Br)c3)ccc2N1` gave 12-LOX inh 1%, GLS inhibitor 3%, Tb PGK inh 5%, HP1b binding inh 48%[activator], ERG Ets-DNA blk 0%, RGS4 inhibitor 23%, rTrxR1 inhibitor -16%[57.1 µM], JMJD2A Tudor inh -2% and Pin1 inhibitor -2%.
`O=C(CCCCCN1C(=O)CCC1=O)Nc1ccc2c(c1)OCO2` gave 12-LOX inh -26%, GLS inhibitor 5%, Tb PGK inh -3%, HP1b binding inh -13%, ERG Ets-DNA blk -1%, RGS4 inhibitor -36%[11.4 µM], rTrxR1 inhibitor 16%[57.1 µM], JMJD2A Tudor inh 8%[11.4 µM] and Pin1 inhibitor -7%.
`Cc1ccc(C)c(SCC(=O)OCC(=O)NCc2ccccc2)c1` gave 12-LOX inh -7%, GLS inhibitor 0%, Tb PGK inh -4%, HP1b binding inh 33%, ERG Ets-DNA blk -5%, RGS4 inhibitor 0%, rTrxR1 inhibitor 0%, JMJD2A Tudor inh 0% and Pin1 inhibitor 1%.
Screening O=C(CCN1C(=O)/C(=C/c2ccccc2Cl)SC1=S)NNC(=O)c1ccccc1O returned 12-LOX inh -16%, GLS inhibitor 17%, Tb PGK inh 1%, HP1b binding inh 11%, ERG Ets-DNA blk 69%[activator], RGS4 inhibitor -30%, rTrxR1 inhibitor 13%, JMJD2A Tudor inh -22% and Pin1 inhibitor 42%[activator].
O=C(NC1CCCC1)c1cccc(Cn2cc([N+](=O)[O-])cn2)c1 was read as 12-LOX inh -20%, GLS inhibitor 13%, Tb PGK inh -4%, HP1b binding inh 21%, ERG Ets-DNA blk 21%, RGS4 inhibitor -10%, rTrxR1 inhibitor 2%, JMJD2A Tudor inh 1% and Pin1 inhibitor 4%.
`CCOC(=O)c1c(C)n(C)c2ccc(OCC(O)CNC(CC)CO)cc12` (stereo not given) gave 12-LOX inh 0%, GLS inhibitor 5%, Tb PGK inh inactive, HP1b binding inh 15%, ERG Ets-DNA blk 0%, RGS4 inhibitor 29%, rTrxR1 inhibitor 6%[57.1 µM], JMJD2A Tudor inh -17% and Pin1 inhibitor 0%.
`O=S(=O)(c1ccccc1)N1CCN(C(c2ccccc2)c2ccc(OC(F)(F)F)cc2)CC1` (stereo not given) gave 12-LOX inh 0%, GLS inhibitor -3%, Tb PGK inh 5%, HP1b binding inh 38%[activator], ERG Ets-DNA blk 0%, RGS4 inhibitor 0%, rTrxR1 inhibitor 22%, JMJD2A Tudor inh -5% and Pin1 inhibitor inconclusive.
COc1ccc2nc(Nc3nc(CSc4nc5ccccc5[nH]4)cc(=O)[nH]3)nc(C)c2c1 was read as 12-LOX inh -2%, GLS inhibitor -4%, Tb PGK inh -3%, HP1b binding inh 28%, ERG Ets-DNA blk 9%, RGS4 inhibitor 9%, rTrxR1 inhibitor -10%, JMJD2A Tudor inh inconclusive and Pin1 inhibitor 13%.
For Cc1cccc(C(=O)NCC(=O)OCC(=O)N2CC3(C)CC2CC(C)(C)C3)c1 (stereo not given) the results were 12-LOX inh 0%, GLS inhibitor 1%, Tb PGK inh -11%, HP1b binding inh 4%, ERG Ets-DNA blk 0%, RGS4 inhibitor -9%, rTrxR1 inhibitor 3%, JMJD2A Tudor inh -1% and Pin1 inhibitor 2%.
Screening Cc1ccc(CC(=O)Nc2cccc(C#N)c2)cc1 returned 12-LOX inh -2%, GLS inhibitor 12%, Tb PGK inh -8%, HP1b binding inh 46%, ERG Ets-DNA blk -7%, RGS4 inhibitor -1%, rTrxR1 inhibitor 9%, JMJD2A Tudor inh 0% and Pin1 inhibitor 5%.
Screening CN(C(=O)CSc1cc(C(=O)c2nccn2C)c2ccccc2n1)c1ccccc1 returned 12-LOX inh -13%, GLS inhibitor -14%, Tb PGK inh -6%, HP1b binding inh 17%, ERG Ets-DNA blk 6%, RGS4 inhibitor -8%, rTrxR1 inhibitor -16%, JMJD2A Tudor inh -34% and Pin1 inhibitor -6%.
For CCOc1cc(N2CCOCC2)c(OCC)cc1NC(=O)c1ccc(OC(C)C)cc1 the results were 12-LOX inh 0%, GLS inhibitor 0%, Tb PGK inh -2%, HP1b binding inh inconclusive, ERG Ets-DNA blk 14%, RGS4 inhibitor 3%, rTrxR1 inhibitor 7%[57.1 µM], JMJD2A Tudor inh -22% and Pin1 inhibitor -1%.
`C=CCn1c(SCc2cc(=O)n3ccsc3n2)nc2ccccc2c1=O` gave 12-LOX inh 5%, GLS inhibitor 0%, Tb PGK inh -7%, HP1b binding inh 27%, ERG Ets-DNA blk -6%, RGS4 inhibitor 27%, rTrxR1 inhibitor 13%, JMJD2A Tudor inh -8% and Pin1 inhibitor 8%.
For CCOc1ccc(CCNC(=O)C2=C(C)C(=O)OC23CCCCC3)cc1OCC the results were 12-LOX inh -11%, GLS inhibitor -6%, Tb PGK inh -3%, HP1b binding inh 23%, ERG Ets-DNA blk 0%, RGS4 inhibitor 5%, rTrxR1 inhibitor 14%[57.1 µM], JMJD2A Tudor inh -2% and Pin1 inhibitor -20%.
`CCc1noc(C)c1C(=O)N1CCN(S(=O)(=O)c2ccc(C(C)C)cc2)CC1` gave 12-LOX inh 2%, GLS inhibitor -1%, Tb PGK inh -6%, HP1b binding inh 17%, ERG Ets-DNA blk -5%, RGS4 inhibitor 1%, rTrxR1 inhibitor -3%[57.1 µM], JMJD2A Tudor inh -8% and Pin1 inhibitor -9%.
`CCOC(=O)c1ccc(CSC(=N)N)o1` gave 12-LOX inh 20%, GLS inhibitor -12%, Tb PGK inh -4%, HP1b binding inh 56%[activator], ERG Ets-DNA blk -7%, RGS4 inhibitor 12%[11.4 µM], rTrxR1 inhibitor 8%, JMJD2A Tudor inh -4%[11.4 µM] and Pin1 inhibitor -4%.
Screening CC(C)C[C@H](NC(=O)c1nc[nH]c1C(=O)NC(c1ccccc1)c1ccccc1)C(=O)OC(C)(C)C returned 12-LOX inh -4%, GLS inhibitor -25%, Tb PGK inh -5%, HP1b binding inh 9%, ERG Ets-DNA blk 7%, RGS4 inhibitor -8%, rTrxR1 inhibitor 28%[57.1 µM], JMJD2A Tudor inh inconclusive and Pin1 inhibitor inconclusive.
CCOc1ccc(OCCC(=O)N(CCCOC)c2c(N)n(Cc3ccccc3)c(=O)[nH]c2=O)cc1 was read as 12-LOX inh -3%, GLS inhibitor -19%, Tb PGK inh -4%, HP1b binding inh 18%, ERG Ets-DNA blk 3%, RGS4 inhibitor -13%, rTrxR1 inhibitor 8%, JMJD2A Tudor inh -3% and Pin1 inhibitor 4%.
`CSCCC(NS(=O)(=O)c1ccccc1F)C(=O)N1CC=C(c2ccccc2)CC1` (stereo not given) gave 12-LOX inh -13%, GLS inhibitor 3%, Tb PGK inh -2%, HP1b binding inh -14%, ERG Ets-DNA blk 3%, RGS4 inhibitor -2%, rTrxR1 inhibitor -12%, JMJD2A Tudor inh inconclusive and Pin1 inhibitor 0%.
